Bioassay records deposited in PubChem BioAssay by The Scripps Research Institute Molecular Screening Center.
M4 PAM: potentiates acetylcholine response at human M4 receptor | 360,000 compounds, 0.4% hits | AID 624126 | P08173 | CHO-K1 hM4/Gqi5, Fluo-8 calcium fluorescence, ACh EC20; 0% = ACh EC20, 100% = maximal ACh | activation, % at 3 µM;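 active = activation above its plate's cutoff, the mean activation of sample wells plus 3 SD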; note: some results filed as inactive read as strong as hits
Target sequence (P08173 whole entry, looked up): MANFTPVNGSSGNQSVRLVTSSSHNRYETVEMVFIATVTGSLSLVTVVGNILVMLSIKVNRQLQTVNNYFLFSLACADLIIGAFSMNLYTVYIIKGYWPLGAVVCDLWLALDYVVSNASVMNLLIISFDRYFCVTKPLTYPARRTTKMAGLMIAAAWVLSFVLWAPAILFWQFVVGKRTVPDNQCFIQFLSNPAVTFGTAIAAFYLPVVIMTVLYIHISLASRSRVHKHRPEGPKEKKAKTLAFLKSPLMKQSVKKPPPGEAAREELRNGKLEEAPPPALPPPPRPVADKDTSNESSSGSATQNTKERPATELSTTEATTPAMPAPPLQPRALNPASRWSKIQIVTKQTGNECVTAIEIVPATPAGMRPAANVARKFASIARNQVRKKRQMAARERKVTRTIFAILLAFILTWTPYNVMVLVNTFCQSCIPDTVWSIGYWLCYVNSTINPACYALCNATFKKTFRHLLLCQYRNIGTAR
CHRM5 PAM: CHRM5 positive allosteric modulation. activation, % at 3 µM. 360,000 compounds, 0.3% hits. CHO-K1 hM5, Fluo-8 calcium, ACh EC20 PAM; 0% = ACh EC20, 100% = ACh EC100. P08912;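 active = activation above the run cutoff, the mean activation of all test compounds plus 3 SD, cut at about 18% in these data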
Target sequence (P08912 whole entry, looked up): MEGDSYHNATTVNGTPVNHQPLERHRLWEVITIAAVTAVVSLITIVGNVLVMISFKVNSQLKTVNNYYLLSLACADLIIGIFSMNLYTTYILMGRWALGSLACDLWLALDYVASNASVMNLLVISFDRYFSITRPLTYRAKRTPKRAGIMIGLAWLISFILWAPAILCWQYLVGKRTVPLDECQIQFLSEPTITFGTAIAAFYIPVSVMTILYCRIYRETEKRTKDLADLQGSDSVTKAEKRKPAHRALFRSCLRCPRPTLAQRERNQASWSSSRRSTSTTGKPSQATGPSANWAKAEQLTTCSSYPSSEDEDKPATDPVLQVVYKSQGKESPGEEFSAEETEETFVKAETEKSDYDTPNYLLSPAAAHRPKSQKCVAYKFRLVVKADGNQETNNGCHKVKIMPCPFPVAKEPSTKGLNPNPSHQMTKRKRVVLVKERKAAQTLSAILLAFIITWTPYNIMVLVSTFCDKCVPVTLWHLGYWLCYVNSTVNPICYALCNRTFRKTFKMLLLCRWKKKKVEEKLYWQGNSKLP
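Assay system: CHO-K1 hM5 cells. Also added: acetylcholine at EC20 concentration, added after compound. Dosing: 3 µM, single dose. Times: compound preincubation 140 s before EC20 acetylcholine addition. Signal: Fluo-8 calcium fluorescence. Measure: % activation relative to EC20 and EC100 ACh responses. Repeats: singlicate, one well per test compound.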
CHO-K1 Ca PAM: nonselective activator or artifact in parental CHO-K1 calcium assay; 360,000 compounds, 0.02% hits; activation, % at 3 µM; ATP EC20, Fluo-8 calcium fluorescence; 0% at ATP EC20, 100% at ATP max;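 active = activation above the run cutoff, the mean activation of all test compounds plus 3 SD, cut at about 40% in these data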;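 note: peak over basal fluorescence ratio in a 140 s read after ATP addition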
CHRM5 antagonist: antagonists of human muscarinic M5 receptor (CHRM5); P08912; inhibition, % at 3 µM; CHO-hM5 cells, Fluo-8 calcium fluorescence, ACh EC80; 360,000 compounds, 0.59% hits; AID 624040;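 active = inhibition above a per-plate cutoff, the mean of that plate's test compounds plus 3 SD, cut at about 27% in these data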;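 note: 0% = acetylcholine EC80 with DMSO and 100% = DMSO without agonist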
CHO-K1 Ca antag: counter-screen for M1 antagonists: effect in parental CHO-K1 cells; ATP-induced calcium, Fluo-8 fluorescence; inhibition, % at 3 µM; 360,000 compounds, 0.6% hits;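 active = inhibition above a per-plate cutoff, the plate's mean sample inhibition plus 3 SD, cut at about 24% in these data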;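 note: 0% = DMSO plus EC80 ATP and 100% = DMSO alone without ATP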
M4 ag: agonists of human muscarinic M4 receptor (CHRM4); CHO-K1 hM4/Gqi5, Fluo-8 calcium fluorescence; vehicle 0%, full acetylcholine response 100%; 360,000 compounds, 0.14% hits; P08173; activation, % at 3 µM;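 active = activation above the run mean over all test wells plus 3 SD, cut at about 32% in these data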;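 note: peak over basal fluorescence ratio per well then scaled between controls; 0% = DMSO wells and 100% = acetylcholine at EC100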
M4 antag: antagonists of human muscarinic M4 receptor (CHRM4) | CHO-hM4 cells, ACh EC80, Fluo-8 calcium fluorescence | 360,000 compounds, 0.73% hits | AID 624125 | inhibition, % at 3 µM | P08173;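 active = inhibition above its plate's cutoff, the mean inhibition of sample wells plus 3 SD, cut at about 27% in these data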;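 note: 0% = acetylcholine EC80 with DMSO and 100% = DMSO without agonist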
CHO-K1 Ca ag: counter-screen for M1 agonists: effect in parental CHO-K1 cells; Fluo-8 calcium fluorescence; scaled to maximal ATP response, vehicle zero; 360,000 compounds, 0.48% hits; AID 602248; activation, % at 3 µM; in the data active = activation above about 15%;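 note: untransfected CHO-K1 host cells lacking M1 receptor as counterscreen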
CHRM5 agonist: agonists of human muscarinic M5 receptor (CHRM5); CHO-K1 hM5 cells, Fluo-8 calcium fluorescence; 0% DMSO wells, 100% maximal acetylcholine response; activation, % at 3 µM; 360,000 compounds, 0.19% hits;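 active = activation above the run's mean over test compounds plus 3 SD, cut at about 23% in these data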;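 note: signal is peak over basal fluorescence ratio across the kinetic read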
Active calls of the source: *.

SMILES	M4 PAM	CHRM5 PAM	CHO-K1 Ca PAM	CHRM5 antagonist	CHO-K1 Ca antag	M4 ag	M4 antag	CHO-K1 Ca ag	CHRM5 agonist
CN1CCN(c2ccc(-c3cccc(NC(=O)COc4ccc(Cl)cc4)c3)nn2)CC1	-6	0	-4	3	-1	5	1	1.8	-3
COc1cccc(-c2nc(-c3cccs3)no2)c1	0	2	3	8	-5	-1	3	12	1
O=C(Cc1ccc(Cl)cc1)Nc1ncccn1	-3	7	13	-4	-11	1	3	0.9	2
Cc1cc(C(=O)N2CCN(c3ccc([N+](=O)[O-])cc3)CC2)co1	41*	-7	-13	1	-4	17	33*	2.0	2
CCCCCCN1C[C@@H](O)[C@H](n2cc(C3CC3)nn2)C[C@@H]1c1ccc(OC)cc1	10	3	0	-12	0	0	-21	0.4	0
CC(=O)c1ccc(N2CCN(C(=S)Nc3cccc(Cl)c3)CC2)cc1	-6	-11	4	11	3	12	-9	7.0	1
COc1ccc(N2CCN(C(=O)C3CCCN(S(=O)(=O)c4ccc5c(c4)oc(=O)n5C)C3)CC2)cc1 (stereo unspecified)	7	2	8	-15	-11	2	-9	0.4	-2
CC(=O)N1Cc2cc(C(=O)NCC(F)(F)F)nc(-c3cccc(-c4cc5ccccc5o4)c3)c2[C@H]1CCO	4	-4	20	7	-22	0	4	0.7	-1
Cc1ccc(N(CN2CCCC2=O)C(=O)c2ccc(OC(C)C)cc2)cc1	20	2	25	5	-17	-2	-4	0.3	1
Cc1cc(C)c2c(-n3cccc3)c(C(=O)NNS(=O)(=O)c3ccc(Br)cc3)sc2n1	3	4	-1	-9	5	2	0	0.8	-2
CC(C)OCCCNc1ccc(N2C(=O)CCCC2=O)cc1[N+](=O)[O-]	1	7	16	-4	-13	4	-1	1.4	0
COc1ccc(CCNc2cc(C)[nH]c(=O)c2)cc1OC	4	3	18	1	-12	1	-3	0.7	-5
COC(=O)Cn1c(C(=O)N2CCCC2)cc2c1C[C@H]1CN(C(=O)c3ccccc3)[C@@](Cc3ccc(OC)cc3)(C(=O)OC)[C@@H]21	2	0	21	0	-20	1	-8	1.4	0
COCCn1c(SCc2c(F)cccc2Cl)nc2c1c(=O)[nH]c(=O)n2C	-7	1	-8	1	3	1	8	0.5	-2
CC(=O)c1cc2c(cc1N)OCO2	-2	-2	11	-3	-2	0	-1	0.4	-1
COc1cccc(-n2c(=S)sc3c(=O)n(-c4ccccc4C)c(SCC(=O)O)nc32)c1	-1	0	8	6	-5	-1	-2	-0.4	-4
COc1ccc(CN(C(=O)c2oc3cc(C)c(C)cc3c2C)C2CCS(=O)(=O)C2)cc1OC (stereo unspecified)	1	-3	-19	5	7	4	1	0.8	0
O=C(CN1CCCC1c1cccs1)Nc1cccc(S(=O)(=O)N2CCCC2)c1 (stereo unspecified)	-11	-10	-6	12	-1	4	9	1.9	-8
COc1ccc(C=C(C#N)C#N)c(CSc2ccccn2)c1	1	0	20	3	-2	0	11	-0.4	-1
O=C(COc1ccc(S(=O)(=O)NC2CCCCC2)cc1)N1CCN(c2cccc(Cl)c2)CC1	-19	-19	2	17	11	7	12	5.3	-4
COc1ccc(C(=O)Oc2cc(N)n(S(=O)(=O)c3ccccc3)n2)cc1	-4	-4	7	-13	6	9	-9	2.4	-2
COc1ccc(OC)c(NC(=O)[C@@]2(CC(=O)O)CC(/C=C/c3ccccc3)=NO2)c1	-4	0	5	5	-8	0	4	1.3	-2
O=C(Nc1cccs1)OCCN1CCN(Cc2ccccc2)CCC1=O	3	-2	16	13	-13	2	2	0.5	-2
Cc1c(C(=O)OCC(=O)NCc2ccc3c(c2)OCO3)cccc1[N+](=O)[O-]	0	-3	21	9	-4	1	7	1.2	0
O=c1cc(NCc2ccccc2)nc2ccccn12	-1	1	18	-2	-6	0	-4	2.5	2
Later entries:
SMILES	M4 PAM	CHRM5 PAM	CHO-K1 Ca PAM	CHRM5 antagonist	CHO-K1 Ca antag	M4 ag	M4 antag	CHO-K1 Ca ag	CHRM5 agonist
COc1ccccc1NC(=O)C(C)N1C(=O)C2CCCCC2C1=O (stereo unspecified)	2	2	3	13	-10	1	3	0.4	0
COc1ccc(N2CC(=O)N(c3ccccc3)C2=S)cc1	3	-9	13	8	8	2	-5	0.8	-2
S=C(Nc1ccc2nc(-c3ccccn3)c(-c3ccccn3)nc2c1)N1CCCCC1	-8	-1	4	-13	-3	2	-9	1.6	4
COC(=O)C1=C(C)N(CCCC(=O)O)C(=O)NC1c1ccccc1Cl (stereo unspecified)	3	2	4	8	-4	0	2	0.1	0
O=C(CC1CCCCC1)NCc1ccccc1Cl	-1	18	12	-2	-5	-1	0	-0.4	-2
O=C(CN1CCN(c2ccccn2)CC1)Nc1ccc(OC(F)(F)F)cc1	-1	-4	-6	4	-4	0	-10	0.2	-5
Cc1cc(C)n(CC(O)COc2ccccc2Br)n1 (stereo unspecified)	-3	-2	8	-5	-2	2	-1	1.1	6
CN(C)C(CNC(=O)CCc1nc2ccccc2s1)c1ccccc1 (stereo unspecified)	-4	-3	-3	4	-5	2	7	0.6	-6
CC1(C)CC[C@]2(CO)CC[C@]3(C)C(=CCC4[C@@]5(C)CC[C@H](O)[C@@](C)(CO)C5CC[C@]43C)[C@@H]2C1 (stereo partly specified)	13	-1	15	1	-11	0	-7	-0.4	2
O=c1nc(-c2ccccc2)c2ccccc2[nH]1	3	0	9	-3	-2	1	4	0.3	4
COc1ccc(CNC(=O)CCN2C(=O)c3ccncc3C2=O)cc1OC	5	5	20	5	-13	1	-3	0.7	-3
CCc1nc2c(OCC(=O)c3ccc(F)cc3)cccn2c1N(C)C(=O)c1ccccc1F	-4	-2	-4	1	-7	4	-3	2.2	0
COc1ccc(OC)c(NC(=O)CCN2CCN(CCO)CC2)c1	3	1	-7	5	3	0	7	0.2	1
OCc1ccc(OCCCOc2cccc3cccnc23)cc1	-9	-9	2	3	2	3	8	1.9	9
COC(=O)C1CN(Cc2ccccc2)C(=O)C1=O (stereo unspecified)	9	0	13	2	-10	0	-12	0.4	4
O=C(CCc1nc(-c2ccccc2)c(-c2ccccc2)o1)OCc1ccc(Cl)cc1	-10	-3	-13	-2	6	0	7	0.2	-1
Nn1c(SCC(=O)Nc2nccs2)nncc1=O	2	0	2	13	5	1	0	0.0	-3
O=C(OCc1cc(Cl)ccc1OC(F)F)c1cncc(Br)c1	-3	2	0	0	5	-2	-5	14	-7
COc1ccc(NC(=O)CCCn2c(=S)[nH]c3ccccc3c2=O)cc1	3	-4	19	4	-2	4	-12	3.3	-1
CC(=O)Nc1nc(C)c(-c2csc(Nc3cccc(C(C)=O)c3)n2)s1	-9	-15	7	9	-10	12	-5	3.4	-3
COc1cc2c(cc1OC)C(O)=CC(=O)C2=O	6	-6	5	8	-5	0	-2	0.1	1
O=C(COC(=O)Cc1n[nH]c(=O)c2ccccc12)Nc1ccc(Cl)cn1	0	-6	-4	5	-14	2	4	0.8	1
O=C(Cn1nc(-c2ccccc2)nc1-c1ccccc1)N1CCOCC1	8	-7	11	-1	-2	9	-18	2.7	0
O=C(NCc1ccc(Cl)nc1)c1ccc2sc([C@@H]3O[C@H](CO)[C@H](O)[C@H](O)[C@H]3O)nc2c1	-3	-1	17	6	-5	-1	-3	0.3	0
COc1ccc(C(CNC(=O)c2cccc(S(=O)(=O)Nc3ccc(F)cc3)c2)N2CCOCC2)cc1 (stereo unspecified)	3	3	-7	12	0	3	9	0.5	2
Carrying on.
SMILES	M4 PAM	CHRM5 PAM	CHO-K1 Ca PAM	CHRM5 antagonist	CHO-K1 Ca antag	M4 ag	M4 antag	CHO-K1 Ca ag	CHRM5 agonist
CCCn1nnnc1NCc1ccccc1OCC	4	-2	-2	10	1	0	-5	0.3	0
CCOc1ccc(C(=O)Nc2nccs2)cc1[N+](=O)[O-]	0	-1	10	1	-8	4	-7	2.3	1
Cc1ccc(NC(=S)NC2CCN(Cc3ccccc3)CC2)cc1C	-10	-2	-2	-3	-2	4	4	1.1	-2
O=c1cnnc(N/N=C/c2cccs2)[nH]1	-12	4	1	-6	-7	2	10	0.4	1
Cc1ccc(C(=O)Nc2ccccc2NC(=O)c2ccc(C)o2)o1	-1	-7	3	6	-11	1	-2	0.5	-2
CCN(CC)CCNS(=O)(=O)c1ccc(C(=O)NN)cc1	-4	14	3	0	-4	1	3	0.1	-1
O=C(c1cccs1)N(Cc1ccco1)c1nc(-c2ccc(F)cc2)cs1	7	-3	-3	-9	2	0	3	0.1	-1
Cc1ccc(C(C)NC(=O)c2ccc3c(c2)OCO3)cc1C (stereo unspecified)	0	1	-7	4	-8	2	5	2.0	-3
CC1(Cc2cc(Cl)ccc2C(F)(F)F)C(=O)Nc2c(Cl)cccc21 (stereo unspecified)	-1	-6	23	-2	-19	-1	-9	-0.1	-2

Gathered by group, the compounds so far containing fluorine (eight)
SMILES	M4 PAM	CHRM5 PAM	CHO-K1 Ca PAM	CHRM5 antagonist	CHO-K1 Ca antag	M4 ag	M4 antag	CHO-K1 Ca ag	CHRM5 agonist
CC(=O)N1Cc2cc(C(=O)NCC(F)(F)F)nc(-c3cccc(-c4cc5ccccc5o4)c3)c2[C@H]1CCO	4	-4	20	7	-22	0	4	0.7	-1
COCCn1c(SCc2c(F)cccc2Cl)nc2c1c(=O)[nH]c(=O)n2C	-7	1	-8	1	3	1	8	0.5	-2
O=C(CN1CCN(c2ccccn2)CC1)Nc1ccc(OC(F)(F)F)cc1	-1	-4	-6	4	-4	0	-10	0.2	-5
CCc1nc2c(OCC(=O)c3ccc(F)cc3)cccn2c1N(C)C(=O)c1ccccc1F	-4	-2	-4	1	-7	4	-3	2.2	0
O=C(OCc1cc(Cl)ccc1OC(F)F)c1cncc(Br)c1	-3	2	0	0	5	-2	-5	14	-7
COc1ccc(C(CNC(=O)c2cccc(S(=O)(=O)Nc3ccc(F)cc3)c2)N2CCOCC2)cc1 (stereo unspecified)	3	3	-7	12	0	3	9	0.5	2
O=C(c1cccs1)N(Cc1ccco1)c1nc(-c2ccc(F)cc2)cs1	7	-3	-3	-9	2	0	3	0.1	-1
CC1(Cc2cc(Cl)ccc2C(F)(F)F)C(=O)Nc2c(Cl)cccc21 (stereo unspecified)	-1	-6	23	-2	-19	-1	-9	-0.1	-2
